From PubChem
Menin-MLL TR inh: displaces Texas Red mutant MLL peptide from human menin | 270,000 compounds, 0.23% hits | Menin + Texas Red MLL mutant peptide, fluorescence polarization | Potency, µM (highest dose often 61.6 µM), for the others: at the highest dose FP activity change, negative = inhibition, actives largely listed as inhibitors | O00255 | AID 1768; active = well fitted inhibition curve with a large enough effect in the polarisation, with a control signal flat, not every such curve was filed as active; inconclusive = small, poorly fitted or top-dose-only effect, or effect the other way, or a change in a side signal; inactive = no such curve, though single readings can be large or run the other way; the % refers to the polarisation; note: potency is the fitted concentration of half-maximal effect; % of control where 0% means no effect; many of its hits are not listed in these tables
Gal4-VP16 FLuc: counter-screen for ROR gamma inhibitors: Gal4-VP16 reporter; Drosophila S2 Gal4-VP16 UAS-luciferase, luminescence, 20 h; Potency, µM (titrated, usually from 53.6 µM), for inactives: at the top dose activity, negative = inhibition, most hits filed as inhibitors; AID 2546; 310,000 compounds, 3.5% hits;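 note: Gal4-VP16 expression switched on by copper sulfate through the metallothionein promoter; potency is the fitted concentration of half-maximal effect; % is set by controls: 0 for no effect and ±100 for the full control effect; nearly all actives have a fitted effect of over 50% in size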
ELG1 genotox: genotoxicity induction in ELG1-luciferase HEK293T cells | HEK293T ELG1-luciferase reporter, luminescence, 16 h | Potency, µM (highest dose often 46 µM), for inactives: at the top dose activity change, positive = activation, actives largely listed as activators | AID 504466 | 330,000 compounds, 1.3% hits; note: potency is the fitted concentration of half-maximal effect; % of control where 0% means no effect; nearly all actives have a fitted effect of over 60% in size
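After overnight (16 hr) compound treatment at 37 °C, ELG1-luciferase HEK293T cells were lysed with ONE-Glo; luminescence quantified 30 min later at room temperature.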
RORgamma inh: ROR gamma (mouse) transcription inhibition; P51450; Drosophila S2 Gal4-RORgamma UAS-luciferase reporter, 20 h; Potency, µM (doses to about 53.6 µM), without a hit: top-dose activity change, negative = inhibition, usual class: inhibitors; 310,000 compounds, 5.4% hits; AID 2551; note: potency is the fitted concentration of half-maximal effect; % is set by controls: 0 for no effect and ±100 for the full control effect; nearly all actives have a fitted effect of over 60% in size
Target sequence (P51450 whole entry, looked up, the tested form may be a part): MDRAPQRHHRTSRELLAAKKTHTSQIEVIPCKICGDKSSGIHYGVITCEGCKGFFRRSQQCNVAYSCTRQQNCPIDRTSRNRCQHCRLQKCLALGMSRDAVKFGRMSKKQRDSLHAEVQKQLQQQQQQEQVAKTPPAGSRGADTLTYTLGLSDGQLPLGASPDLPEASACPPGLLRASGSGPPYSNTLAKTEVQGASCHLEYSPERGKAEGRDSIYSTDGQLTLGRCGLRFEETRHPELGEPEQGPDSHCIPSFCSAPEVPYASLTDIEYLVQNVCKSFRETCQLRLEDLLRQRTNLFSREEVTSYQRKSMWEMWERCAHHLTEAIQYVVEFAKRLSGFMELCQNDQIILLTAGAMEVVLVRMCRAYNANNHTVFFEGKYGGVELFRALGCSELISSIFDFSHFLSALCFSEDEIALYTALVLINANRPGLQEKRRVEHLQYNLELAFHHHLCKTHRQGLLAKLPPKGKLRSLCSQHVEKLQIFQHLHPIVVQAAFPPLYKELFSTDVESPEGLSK
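Luminescence from a UAS-regulated Photinus luciferase reporter in stably transfected Drosophila Schneider cells is measured; decreased signal marks ROR gamma inhibition. Fusion expression is induced by 700 uM copper sulfate for 20 hr.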
Giardia killer: Giardia lamblia killing. Giardia lamblia trophozoite viability. activity change, % at 7.66 µM, hits read low. 340,000 compounds, 0.15% hits. AID 540267; in the data active = activity change below about -80%; inconclusive = between about -30% and that limit;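 note: parasites exposed to compound for two days anaerobically before the ATP read; % is set by controls: 0 for no effect and ±100 for the full control effect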
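Luminescence from cellular ATP indicates surviving trophozoites (100 cells/well) following 48 hrs anaerobic compound treatment at 37 deg C; signal develops 15-30 min at room temperature.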
BRCA1 expr act: BRCA1 expression activation; 380,000 compounds, 1.1% hits; AID 624202; MCF7-BRCA1-FFLuc reporter, luminescence, 48 h; response scale: scaled: vehicle 0%, 10 µM genistein 100%; Potency, µM (titrated, usually from 46.1 µM), for the others: at the highest dose activation, actives largely listed as activators; note: potency is the fitted concentration of half-maximal effect; nearly all actives have a fitted effect of over 80% in size; some results filed as inactive show a strong effect at the top dose
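First, MCF7-BRCA1-FFLuc cells (2000/well) attach for 2 h; next, compounds are pin-added and incubated 48 h at 37 °C; finally, luciferase reagent is added and luminescence read after 15 min.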
p53 reactivator: re-activators of mutant p53; H1299 p53-A138V BP100-luciferase reporter, luminescence, 24 h; Potency, µM (highest dose often 92.2 µM), for inactives: top-dose activity change, positive = activation, actives largely listed as activators; 320,000 compounds, 0.063% hits; note: potency is the fitted concentration of half-maximal effect; % of control where 0% means no effect; nearly all actives have a fitted effect of over 45% in size
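p53-null H1299 cells stably carrying temperature-sensitive p53-A138V and a BP100-luciferase reporter were pinned with compounds (4-point, 1:5 series) and held 24 hrs at 37 deg C. Luminescence was read 10 min after detection reagent.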
NPC1 promoter act: activators of NPC1 promoter; Huh7 NPC1 promoter luciferase reporter, 24 h; Potency, µM (highest dose often 9.22 µM), without a hit: at the top dose activation, hits mostly activators; 320,000 compounds, 2.4% hits; AID 485313;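 note: potency is the fitted concentration of half-maximal effect; % of control where 0% means no effect; nearly all actives have a fitted effect of over 60% in size; reporter is driven by a mutant NPC1 promoter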
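In 1536-well qHTS, Huh7 cells harboring an NPC1 promoter–luciferase construct received compound for 24 h; activation was quantified by luminescence following luciferase reagent addition.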
PKM2 act: increases activity of human pyruvate kinase M2; P14618; Potency, µM (titrated, usually from 57.5 µM), inactives show top-dose activation, hits mostly activators; 260,000 compounds, 0.34% hits; AID 1631; purified PKM2, Kinase-Glo ATP luminescence, activation; response scale: 0% is enzyme alone, no compound; note: potency is the fitted concentration of half-maximal effect; % is set by controls: 0 for no effect and ±100 for the full control effect; nearly all actives have a fitted effect of over 55% in size
Target sequence (P14618 whole entry, looked up): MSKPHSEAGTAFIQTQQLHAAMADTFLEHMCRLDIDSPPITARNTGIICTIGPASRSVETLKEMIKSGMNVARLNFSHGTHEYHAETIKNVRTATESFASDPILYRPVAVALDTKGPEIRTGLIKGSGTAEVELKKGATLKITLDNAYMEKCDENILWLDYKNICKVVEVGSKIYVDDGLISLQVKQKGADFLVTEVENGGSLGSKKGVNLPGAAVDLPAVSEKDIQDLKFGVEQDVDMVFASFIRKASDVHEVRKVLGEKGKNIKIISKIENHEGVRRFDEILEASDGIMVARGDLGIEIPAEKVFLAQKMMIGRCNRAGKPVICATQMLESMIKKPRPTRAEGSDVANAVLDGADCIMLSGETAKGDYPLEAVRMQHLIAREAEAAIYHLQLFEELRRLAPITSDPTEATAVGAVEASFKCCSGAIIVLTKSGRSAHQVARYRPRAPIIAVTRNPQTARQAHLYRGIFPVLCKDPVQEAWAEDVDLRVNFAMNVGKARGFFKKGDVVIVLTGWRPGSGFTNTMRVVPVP
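ATP formation by purified human PK-M2, quantified via coupled luciferase luminescence after 1 h at room temperature with 0.1 mM ADP and 0.5 mM PEP final.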
FLuc counter: inhibits or activates purified firefly luciferase, miR-21 counter-screen; purified FLuc, Km substrates, luminescence inhibition; Potency, µM (highest dose often 57.5 µM), for inactives: at the top dose activity change, negative = inhibition, hits mostly inhibitors; P08659; 360,000 compounds, 6.9% hits;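 note: potency is the fitted concentration of half-maximal effect; plate controls were vehicle for no effect and reference inhibitor for full effect; nearly all actives have a fitted effect of over 55% in size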
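Biochemical qHTS of compounds, final roughly 60 µM downward over six points, against 10 nM purified firefly luciferase using Km concentrations of substrates (10 uM D-luciferin, 10 uM ATP) in Tris acetate pH 7.5 buffer; luminescence output.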
Rab9 prom act: Rab9 promoter activation | Huh7 Rab9 promoter-luciferase reporter, luminescence, 24 h | Potency, µM (highest dose often 9.22 µM), inactives show top-dose activation, negative = inhibition, most hits filed as activators | 320,000 compounds, 2.8% hits | AID 485297; note: potency is the fitted concentration of half-maximal effect; % of control where 0% means no effect; nearly all actives have a fitted effect of over 60% in size
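Using Huh7 cells stably transfected with Rab9 promoter–luciferase, compounds were incubated 24 h at 37 °C, 5% CO2; luciferase luminescence was read 10 min after reagent addition.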
* marks the source's active call; other numbers are inactive results; u = inconclusive; x = not tested or not shown; & = joins results of further samples; [ ] = remark or other dose. Unless noted, calls come from the whole dose curve; as a rule, active = well fitted curve in the direction sought with a large enough effect; inconclusive = small, poorly fitted or top-dose-only effect, or another doubt; inactive = no such curve, though single readings can be large; an effect the other way counts as inactive or inconclusive. Only part of the results is shown. The share of hits here may be higher or lower than overall.

Values run as follows: BRCA1 expr act	Rab9 prom act	FLuc counter	PKM2 act	RORgamma inh	ELG1 genotox	Gal4-VP16 FLuc	Menin-MLL TR inh	Giardia killer	p53 reactivator	NPC1 promoter act
> CC(C)(C)N(Cc1ccccc1)C(=O)CN1C(=O)c2ccccc2C1=O
  43%	u	u	x	0%	12%	23%	u	-27	13%	u
> COc1ccc2nc3ccccc3nc2c1NC(=O)c1ccc(Br)cc1
  -13%	-1%	2%	-13%	-6%	19%	6%	-21%	6	5%	-2%
> CCCn1nnc(NC(=O)c2ccc(Br)cc2)n1
  u	4µM*	u	5%	0%	9.2µM*	-11%	-23%	3	u	u
> Cc1cc(SCC(=O)NC(=O)c2cccn2C)nc2ccccc12
  6%	-1%	-16%	-3%	u	0%	-19%	x	1	4%	1%
> CC(C)COc1ccc(C(=O)Nc2ncn[nH]2)cc1
  65%	27%	u	3%	2.8µM*	0%	3.5µM*	3%	-18	15%	u
> CCCCN(C(=O)C1=CC=CN2CCS(=O)(=O)N=C12)c1ccccc1
  8%	0%	-3%	x	x	1%	x	x	6	5%	18%
> Cn1nc2sc3ccccc3n2c(=O)c1=O
  9%	-5%	-2%	-18%	0%	-2%	-26%	x	15	-3%	11%
> Cc1cccc(C)c1NC(=O)Cn1nc(-c2ccc(Cl)s2)ccc1=O
  1%	18%	3%	x	-42%	-2%	6%	x	-4	-2%	2%
> COc1ccc(CC(=O)Nc2cccc(-c3ccc4nnc(C)n4n3)c2)cc1OC
  -57%	-16%	-4%	-4%	-32%	-2%	5%	-29%	-4	-1%	-8%
> O=C(Nc1ccccc1)OCCOc1ccc(Br)cc1
  1%	-3%	1%	0%	7%	0%	-2%	u	-1	x	-4%
> COc1ccccc1NC(=O)Cc1csc(NC(=O)c2ccccc2)n1
  -52%	-5%	u	0%	-7%	-5%	10%	4%	10	-3%	4%
> COC(=O)c1ccc(CS(=O)(=O)c2ccc(F)cc2)o1
  2%	-3%	3%	x	8%	-2%	9%	17%	25	-2%	2%
> COc1ccc(C(=O)O)cc1S(=O)(=O)Nc1ccccc1Cc1ccccc1
  -19%	-1%	-2%	2%	20%	0%	5%	12%	6	4%	-7%
> CN1C(=O)NC(c2cccc([N+](=O)[O-])c2)C2=C1CC(C)(C)CC2=O (stereo not drawn)
  -6%	-9%	4%	x	9%	-2%	-3%	-17%	-16	2%	2%
> N#Cc1c(C(F)(F)F)cc(-c2ccc(Cl)cc2)[nH]c1=O
  -2%	-4%	0%	-1%	u	-6%	1%	u	-2	8%	-2%
> CC(C)=CCCC(C)CN1CCC(N2CCC(C(=O)NC(C)C)CC2)CC1 (stereo not drawn)
  -35%	-4%	-1%	6%	4%	-4%	4%	6%	-3	-1%	0%
> CCOC(=O)c1cc(CC)sc1NC(=O)C1CC(=O)NN1Cc1ccccc1 (stereo not drawn)
  -65%	-1%	5%	16%	u	6%	u	-2%	1	-5%	-6%
> COc1ccc(NC(=O)C2CC(=O)OC2c2ccccc2)cc1 (stereo not drawn)
  -2%	-1%	-6%	-2%	7%	1%	-1%	4%	2	6%	1%
> Cc1noc(C(=O)Nc2cccnc2Cl)c1Cl
  -5%	12%	4%	x	10%	1%	19%	-20%	-25	1%	-3%
> COc1ccc(OC)c(NC(=O)NCCCCc2ccccc2)c1
  -6%	-3%	-8%	-1%	-2%	-11%	-9%	13%	-2	-8%	-5%

(continued)
Values run as follows: BRCA1 expr act	Rab9 prom act	FLuc counter	PKM2 act	RORgamma inh	ELG1 genotox	Gal4-VP16 FLuc	Menin-MLL TR inh	Giardia killer	p53 reactivator	NPC1 promoter act
> CCCCN(CC)CCCNC(=O)c1ccc(CS(=O)(=O)c2c(Cl)cccc2Cl)o1
  4%	-10%	2%	x	-1%	-6%	-8%	0%	16	-3%	-5%
> COc1ccccc1NC(=O)C(=O)NCCC1CCCCN1S(=O)(=O)c1ccc(F)cc1 (stereo not drawn)
  -46%	-2%	1%	x	x	-7%	x	x	1	-2%	4%
> COc1cccc(CNC(=O)CCS(=O)(=O)c2ccc3c(c2)CC(C)N3C(=O)C2CC2)c1 (stereo not drawn)
  3%	1%	3%&-10%	-1%	-14%	1%	-1%	-1%	12	-1%	1%
> Cc1cccc(C)c1NS(=O)(=O)c1ccc(-c2cnc(C3CC3)o2)cc1
  -88%	-30%	-2%	x	u	5%	u	x	-4	16%	-16%
> O=C(COc1ccccc1Cl)NCc1ccco1
  47%	6%	-19%	4%	u	u	u	2%	1	20%	4%
> COc1ccccc1NC(=O)C1CC(O)CN1C(=O)Oc1ccccc1 (stereo not drawn)
  0%	-1%	3%	-3%	-1%	-2%	-3%	16%	-10	-4%	-2%
> COc1ccc(N2CC(C(=O)N/N=C/c3cc([N+](=O)[O-])ccc3O)CC2=O)cc1 (stereo not drawn)
  -19%	-1%	u	4%	5.6µM*	0%	18µM*	u	11	3%	-3%
> Cc1ccc(-c2nc3ncccn3c2Nc2ccc3c(c2)OCO3)o1
  -4%	-6%	-18%	-9%	u	2%	-11%	10%	13	28%	-3%
> CCC(c1nnnn1Cc1ccc2c(c1)OCO2)N1CCN(CC)CC1 (stereo not drawn)
  -5%	-6%	-1%	1%	9%	-3%	0%	-16%	-12	-1%	-7%
> Cc1ccc(C)c(-n2c(-c3ccc4c(c3)OCO4)n[nH]c2=S)c1
  12%	2%	-16%	5%	7%	0%	0%	0%	-1	12%	-1%
> N#CCC(=N)N1CCN(c2ccccc2Cl)CC1
  20%	2%	-3%	-10%	-29%	3%	8%	3%	0	8%	-1%
> O=C1C2C3C=CC(C3)C2C(=O)N1c1ccccc1OS(=O)(=O)c1ccccc1 (stereo not drawn)
  -8%	-3%	0%	-1%	21%	-1%	11%	2%	6	-7%	-1%
> CCOC(=O)C1(C)NC(c2cccs2)C2C(=O)N(c3ccccc3)C(=O)C21 (stereo not drawn)
  0%	3%	-1%	-1%	-13%	-8%	-11%	-11%	-18	-2%	-2%
> COc1cc2c(cc1OC)C(c1ccc(Cl)cc1)=NCC2
  2%	-9%	0%	0%	-38%	-8%	1%	x	-22	-5%	-11%
> CC(C)CC(=O)NNC(=O)c1ccc(Cl)cc1
  8%	13%	4%	0%	11%	3%	0%	15%	-13	4%	1%
> COc1ccc(C(O)c2nccc3cc(OC)c(OC)cc23)cc1OC (stereo not drawn)
  -37%	-17%	4%	2%	3%	-9%	5%[10 µM]	-24%	-7	-1%	-10%
> CCC(=O)NCc1nc2ccccc2n1Cc1ccccc1F
  8%	-1%	2%	3%	-1%	1%	1%	-27%	0	-7%	-3%
> CC(C)Cc1nnc(NC(=O)CCC(=O)NCCc2ccc(Cl)cc2)s1
  15%	-7%	1%	x	-6%	-2%	6%	x	-25	2%	1%
> O=C(NC1CCC(=O)N(CCOc2ccccc2)CC1)OCc1ccccc1 (stereo not drawn)
  5%	-2%	11%	-1%	5%	-2%	7%	-6%	6	x	-5%
> COC(=O)CC1C(=O)NCCN1C(=O)c1c(F)cccc1F (stereo not drawn)
  -4%	1%	1%	x	1%	-4%	2%	8%	5	3%	1%

Continuation.
Values run as follows: BRCA1 expr act	Rab9 prom act	FLuc counter	PKM2 act	RORgamma inh	ELG1 genotox	Gal4-VP16 FLuc	Menin-MLL TR inh	Giardia killer	p53 reactivator	NPC1 promoter act
> Cc1nc2ccc(NC(=O)c3cncc(Br)c3)cc2s1
  u	30%	u	4%	u	-6%	23%	x	20	5%	u
> Cn1c(CNc2cccc(Cl)c2)nnc1SCC(=O)OC1CCCCC1
  -14%	2%	3%	2%	-27%	0%	-8%	-4%	-7	-4%	-3%
> COCCn1c(SCC(=O)NC2CCCCC2)nnc1-c1ccncc1
  -14%	3%	3%	-3%	0%	0%	-2%	-24%	3	3%	0%
> COc1cc(/C=N/NC(=O)C2CC(=O)N(c3ccc(C)cc3)C2)cc(OC)c1OC (stereo not drawn)
  -21%	1%	1%	-10%	6%	10%	-4%	-2%	-15	-2%	-4%
> N#Cc1ccc(N2Cc3ccccc3/C2=N/C(=O)Nc2ccc(Cl)cc2)cc1
  -38%	-6%	5%	-2%	11%	2%	-4%	-8%	-2	1%	1%
> COCCCNC(=O)c1ccc2c(=O)n(Cc3ccc4c(c3)OCO4)c(=S)[nH]c2c1
  -1%[1.84 µM]	2%	7%	4%	-28%	14%	u	-26%	2	-14%	-1%
> Nc1nc(-c2ccc(F)cc2)cc(C(F)(F)F)n1
  -2%	-7%	2%	4%	-2%	4%	5%	x	16	-2%	-5%
> COc1ccc(NC(=O)c2cc3n(n2)C(C(F)(F)F)CC(c2ccc4c(c2)OCO4)N3)cc1OC (stereo not drawn)
  -38%	-2%	-8%	0%	34%	3%	-9%	-4%	-2	-4%	-2%
